# High-throughput results (PubChem)
# 697 NFkB inh: lowers PMA/ionomycin-induced NF-kB signal in 697 B cells. 697 B-cell NF-kB luciferase reporter, 16 h. 330,000 compounds, 0.33% hits. AID 435022. inhibition, % at 4 µM; in the data active means inhibition above about 35%
# Apaf1 inhib: human Apaf-1 inhibition; 330,000 compounds, 0.71% hits; inhibition, % at 20 µM; reconstituted apoptosome caspase-3 activity, DEVD-Rh110 fluorescence; O14727; active means inhibition of at least 40% at 20 µM;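 further: plate controls were DMSO wells for no effect and DEVD-CHO caspase inhibitor wells for full effect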
#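 System – cell-free apoptosome with Apaf-1, procaspase-3 and caspase-9 · Buffer or medium – pH 7.5 Hepes buffer with CHAPS, BSA, DTT · Also added – cytochrome c with DEVD-Rh110 · Times – 30 min compound preincubation, 50 min activation, room temperature · Technique – Rh110 fluorescence intensity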
# EBI2 block: blocks human EBI2 receptor beta-arrestin signaling; P32249; EBI2 beta-arrestin recruitment, luminescence, 7a,25-OHC stimulated; inhibition, % at 5 µM; 360,000 compounds, 0.81% hits; in the data active means inhibition above about 38%;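 further: enzyme fragment complementation signal reports receptor beta-arrestin coupling in cells; 0% = agonist plus DMSO wells and 100% = wells without agonist; some results beyond the cut were filed as inactive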
# SENP8 block: inhibitors of human SENP8 protease | purified SENP8, Z-RLRGG-aminoluciferin cleavage, luminescence | 330,000 compounds, 1.2% hits | inhibition, % at 10 µM
# Target sequence (Q96LD8 whole entry, looked up): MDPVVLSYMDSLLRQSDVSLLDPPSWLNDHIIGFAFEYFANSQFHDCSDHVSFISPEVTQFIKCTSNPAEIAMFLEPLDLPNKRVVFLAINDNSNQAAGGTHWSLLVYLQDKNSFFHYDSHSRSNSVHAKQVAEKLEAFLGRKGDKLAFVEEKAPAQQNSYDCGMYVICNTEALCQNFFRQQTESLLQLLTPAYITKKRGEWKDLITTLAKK
# UBC13 polyUb: blocks human UBC13 polyubiquitin chain formation; P61088; TR-FRET; inhibition, % at 20 µM; 330,000 compounds, 0.47% hits; in the data active means inhibition above about 45%, passing the limit was not always enough; inconclusive means no clear call, values can overlap the other calls
# Target sequence (P61088 whole entry, looked up): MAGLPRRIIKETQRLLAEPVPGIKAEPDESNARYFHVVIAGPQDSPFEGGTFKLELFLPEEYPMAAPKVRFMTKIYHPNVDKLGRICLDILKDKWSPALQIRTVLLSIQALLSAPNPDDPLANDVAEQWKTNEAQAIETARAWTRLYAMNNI
# Gli-Sufu antag: Gli-Sufu pathway antagonism. inhibition, % at 5 µM. 340,000 compounds, 0.74% hits. Sufu-KO-LIGHT fibroblasts, Gli luciferase reporter luminescence;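 active means inhibition above about 55%, limit read from the data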;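 further: 0% = DMSO-treated cells and 100% = wells with medium but no cells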
# Jurkat NFkB inh: lowers PMA/ionomycin-induced NF-kB signal in Jurkat cells | PMA/ionomycin-induced NF-kB luciferase reporter, luminescence | 330,000 compounds, 0.53% hits | inhibition, % at 4 µM
# CCR6 antag: blocks CCL20-driven beta-arrestin recruitment at human CCR6. 340,000 compounds, 0.49% hits. AID 493098. P51684. inhibition, % at 20 µM. CHO-K1 CCR6 PathHunter beta-arrestin, luminescence, CCL20-stimulated;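 active means compounds whose inhibition of the agonist-driven luminescence signal at 20 µM reaches about 50%, limit read from the data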;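 further: cells stimulated with CCL20 at 14 nM final; plate controls were DMSO with CCL20 for no effect and DMSO without agonist for full effect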
# Target sequence (P51684 whole entry, looked up): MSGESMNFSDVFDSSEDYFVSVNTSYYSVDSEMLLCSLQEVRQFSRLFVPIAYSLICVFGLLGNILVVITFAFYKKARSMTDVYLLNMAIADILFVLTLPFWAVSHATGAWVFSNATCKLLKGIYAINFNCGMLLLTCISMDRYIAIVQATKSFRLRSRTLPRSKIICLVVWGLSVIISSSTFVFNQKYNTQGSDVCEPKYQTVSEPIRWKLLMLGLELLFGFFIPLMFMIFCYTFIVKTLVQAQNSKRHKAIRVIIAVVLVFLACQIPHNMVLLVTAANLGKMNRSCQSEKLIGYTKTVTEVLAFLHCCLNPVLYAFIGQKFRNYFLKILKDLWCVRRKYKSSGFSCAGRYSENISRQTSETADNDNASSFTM
# Starred values were filed as active, the others as inactive; ? = inconclusive; · = not tested or not shown. Unless noted, no stated cut-off is given here; in the data, active means inhibition above about 50%; inactive means the rest.
SMILES,697 NFkB inh,Apaf1 inhib,EBI2 block,SENP8 block,UBC13 polyUb,Gli-Sufu antag,Jurkat NFkB inh,CCR6 antag
O=C(COc1ncnc2c(Cl)cc(Cl)cc12)N1CCCCC1,-2,6,-1,-7,-12,8,-9,0
Cc1cc(NC(=O)c2ccno2)no1,3,-3,1,0,-3,7,7,-3
CS(=O)(=O)N(CC(=O)N1CCOCC1)c1ccccc1Br,-22,-6,-11,-1,-1,2,11,2
CCOc1cc2[nH]c(=O)n(CCc3ccc(OC)c(OC)c3)c(=O)c2cc1OCC,-21,19,11,14,-1,1,-5,14
CCN1C(=O)c2cccc3c(S(=O)(=O)Nc4c(C)n(C)n(-c5ccccc5)c4=O)ccc1c23,17,-17,4,-8,-2,-2,13,-22
COc1ccccc1NC=C1C(=O)OC2(CCCCC2)OC1=O,16,7,-5,-5,-10,3,7,-1
CN(C(=O)COC(=O)c1cc2ccccc2oc1=O)C1CCCCC1,1,-4,1,3,6,4,13,12
Cc1ccc(C(=O)NC(C)c2ccccc2)cc1S(=O)(=O)N1CCOCC1 (centres undefined),14,6,-2,2,-2,1,-6,10
O=C(NCC(=O)N1CCN(C/C=C/c2ccccc2)CC1)c1ccc(OC(F)F)cc1,17,0,10,-1,7,-4,15,18
CCC(=O)N(Cc1cc2cc(OC)ccc2[nH]c1=O)c1ccccc1C,-2,14,3,1,-16,4,-11,9
CCCOc1ccc(-c2cc(C(F)(F)F)c(C#N)c(SCC(=O)O)n2)cc1,2,7,-1,-2,-18,-17,2,20
CC(=O)n1nc(-c2cccnc2)nc1N,3,-6,-3,3,10,-5,-3,-19
O=C(C1CCN(S(=O)(=O)c2ccc(F)cc2)CC1)N1CC=C(c2ccccc2)CC1,11,10,9,0,3,22,-4,-3
O=C(Cc1ccc(F)cc1)c1ccc(O)cc1O,-19,1,-11,16,18,-15,-14,-13
NS(=O)(=O)c1ccc(NC(=O)COC(=O)c2cn(-c3ccccc3)nc2-c2ccccc2)cc1,9,-20,15,1,4,5,-5,18
O=C(CCS(=O)(=O)Cc1ccc(Cl)cc1)NCCCN1CCOCC1,-3,-5,-6,1,0,4,5,-4
Cc1onc(-c2ccccc2Cl)c1C(=O)Nc1ncn[nH]1,-80,6,-8,-7,-19,3,17,2
CN(CC(=O)Nc1cccc(F)c1)C(=O)CCCNC(=O)c1ccc(Cl)cc1,-7,4,-11,0,6,-42,-24,12
CNC(=O)NC(=O)C(c1ccccc1)N(C)CC1COc2ccccc2O1 (centres undefined),4,14,15,-5,3,6,-2,9
Cc1cc(C)n(CC(O)COc2ccc(C(C)(C)C)cc2)n1 (centres undefined),-5,3,-3,-1,-14,3,-2,16
COc1cccc(-c2nc(C(=O)NCC3CCCO3)cc3c2[nH]c2ccccc23)c1 (centres undefined),25,5,8,-7,4,15,-13,15
OCCNc1nc2ccc(Cl)cc2[nH]1,20,-4,-8,0,8,-8,0,9
Cc1ccc(OCC(=O)Nc2ccc(N3CCN(S(C)(=O)=O)CC3)cc2)cc1,14,-9,-8,-4,-12,15,8,8
O=C(Nc1ccncc1)Nc1ccncc1,-3,-13,-8,-1,13,3,8,-18
COc1ccc2c(c1)C(=O)[C@H](O)[C@@H](c1ccc(OC)c(Br)c1)O2,0,11,·,8,11,10,-22,62*

# Other results follow.
SMILES,697 NFkB inh,Apaf1 inhib,EBI2 block,SENP8 block,UBC13 polyUb,Gli-Sufu antag,Jurkat NFkB inh,CCR6 antag
COc1cc(NC(=O)CSc2ccccc2)c(C(=O)O)cc1OC,12,1,-5,-3,-2,-16,-6,-6
CCc1cc(=O)oc2cc(O[C@@H]3O[C@H](CO)[C@@H](O)[C@H](O)[C@H]3O)c(Cl)cc12,10,-5,-2,5,3,3,6,5
COCCn1cc(C(=O)N2CCC(C)CC2)c2c3ccccc3n(C)c2c1=O,18,-15,-1,0,11,30,21,-12
COc1cccc(-c2cc(C(=O)Nc3ccccc3)c3ccccc3n2)c1,12,10,5,0,-3,1,-8,6
COc1ccc(-n2cc(CNCCCn3ccnc3)c(-c3cccc(F)c3)n2)cc1,0,4,9,-14,8,24,0,16
CCOC(=O)C1(CCOc2ccccc2)CCN(C(=O)c2ccc(-n3cccn3)cc2)CC1,-35,16,88*,-6,7,23,13,13
Cn1cc(C(CO)Cc2ccccc2)c2ccccc21 (centres undefined),-4,3,-6,-8,12,3,-12,-3
O/N=C/C1=C(Cl)c2ccccc2CC1,-4,2,-1,-11,5,0,-1,13
CCCCn1c(SCC(=O)Nc2ccc3c(c2)CCC3)nc2ccccc2c1=O,-49,26,-2,5,-14,22,3,16
O=C(NCc1ccccc1)C(=O)NCC1OCCN1S(=O)(=O)c1ccc(Br)cc1 (centres undefined),6,12,1,1,-4,-9,14,4
Cc1ccc(NC(=O)/C(=C/c2cccs2)NC(=O)c2ccco2)cc1,7,-3,0,6,-6,6,8,1
CCCNC(=O)c1c(O)c2c([nH]c1=O)CCCC2,-9,6,-4,-8,-4,-1,-36,-6
O=C(Nc1ccc(Cl)c(Cl)c1)c1ccc(Cn2c(=O)[nH]c3ccsc3c2=O)cc1,-10,10,19,-11,11,-3,7,3
Nc1c2c(nc3ccccc13)N(c1ccccc1)CC2,-3,2,6,-4,?,0,0,-8
Cc1nc2ccccc2c2oc(C(=O)NCc3ccc4c(c3)OCO4)cc12,-38,7,8,-8,-5,7,10,5
O=C(NCCc1ccc(F)cc1)C1CCN(C(=O)Nc2ccccc2)CC1,8,-4,7,-4,-4,8,-4,8
CN1C(C(=O)Nc2cccc(O)c2)=CC(c2cccs2)=NS1(=O)=O,2,-6,0,6,-18,0,3,16
Cc1cc2nc(-c3ccc(SCC(=O)N4CCN(C(=O)c5ccco5)CC4)nc3)[nH]c2cc1C,-37,-3,5,-6,3,-26,-48,5
CC1CN(C(=O)COC(=O)Cc2c(F)cccc2Cl)CC(C)O1 (centres undefined),2,10,-8,-4,-4,0,5,15
Cc1noc(C)c1C(=O)NCCC1=CCCCC1,13,-6,-7,-5,-9,2,-4,-24
Cc1ccc(C(=O)OCC(=O)Nc2ccc(C(N)=O)cc2)s1,24,-8,-9,-6,-12,-18,-11,6
COC(=O)Cc1nc2ccccc2[nH]1,2,0,-1,-7,-10,-1,-1,-1
CCOC(=O)c1c(C)n(-c2ccccc2)c2ccc(O)c(CN(C)C)c12,-21,2,25,-1,22,25,21,12
O=C(CN1CCCCC1)Nc1ccccc1Oc1ccccc1,-33,9,8,-6,2,18,-28,11
CCCCCCS(=O)[C@H]1CS(=O)(=O)C[C@@H]1S(=O)CCCCCC (some centres undefined),-9,6,-7,3,-6,1,-4,3

# Later entries.
SMILES,697 NFkB inh,Apaf1 inhib,EBI2 block,SENP8 block,UBC13 polyUb,Gli-Sufu antag,Jurkat NFkB inh,CCR6 antag
CN(CC(=O)Nc1cccc(F)c1)C(=O)CC1CC2CCC1C2 (centres undefined),-6,-2,6,-5,-6,14,10,14
O=C(COC(=O)c1ccc(F)c(S(=O)(=O)N2CCOCC2)c1)c1ccccc1,-8,0,-11,-1,10,-1,-4,9
COC(=O)c1ccc(C(=O)Nc2cc(Cl)ccc2Cl)cc1NC(=O)c1ccccc1C,11,5,15,-10,5,3,-3,3
CCn1c(C)nc2cc(C(=O)NNC(=O)c3ccc(Cl)nc3)ccc21,12,-3,-8,-10,7,-6,5,-3
CCCCCOC(=O)c1ccccc1C(=O)O,12,1,3,-11,-27,10,1,-13
O=C(CN1CCC(n2nnc3cc(F)ccc32)CC1)NCCc1ccccc1,11,-9,29,4,-4,-7,-5,1
O=C(CCC(=O)Nc1nnc(C2CCCCC2)s1)NCc1cccs1,-21,-3,3,-9,7,-10,2,-2
O=C(/C(=N/N=C/c1ccc(O)c(O)c1O)c1ccccc1)c1ccccc1,-14,5,-1,3,-45,1,-5,46
COC(=O)c1cccnc1-n1c(=O)c2cccnc2n(Cc2cccc([N+](=O)[O-])c2)c1=O,-32,-65,-1,-8,-7,13,-9,6
COc1ccc(NC(=O)CN(C)C(=O)c2cc(S(=O)(=O)N(C)C)ccc2N2CCCC2)cc1,28,11,0,-15,-7,0,-3,7
CC[C@@H](C)[C@@H]1CN([C@@H](CN2CCC[C@H]2CN2C(N)=NC[C@H]2C(C)C)C(C)C)C(=N)N1CCc1ccc(Cl)c(Cl)c1,-16,51*,-9,-3,75*,-5,-2,15
NC(=O)COn1c(SCC(N)=O)nc2ccccc2c1=O,-10,-15,-10,-11,-3,0,-18,5
CCOc1ccc(-c2n[nH]c(=S)o2)cc1,-16,1,-12,-13,-9,-6,0,-1
N#CCCSc1ccccc1NC(=O)c1cc(=O)c2ccccc2o1,-25,-5,6,12,-7,2,4,0
CC(=O)NC12CC3CC(C1)CC(C(=O)N1CCN(S(=O)(=O)c4ccc(Cl)s4)CC1)(C3)C2,-11,9,9,-2,-2,-19,7,11
O=C(C1CCN(S(=O)(=O)c2cccs2)CC1)N1CCN(Cc2ccccc2)CC1,-11,2,-10,-1,-2,5,-7,-1
COc1ccc(N(C)S(=O)(=O)c2ccc(Cl)c(C(=O)NNC(=O)c3ccccc3O)c2)cc1,-21,1,-2,-6,-9,-7,-19,4
O=C(c1cc2ccccc2o1)N1CCN(Cc2ccc3c(c2)OCO3)CC1,1,15,70*,1,1,-11,24,6
Cc1ccc(S(=O)(=O)N2CCN(C(=O)c3cc(C4CC4)nc4c3cnn4C(C)C)CC2)cc1,-28,20,5,3,5,-14,17,7

# Already shown: an excerpt of the list.
SMILES,697 NFkB inh,Apaf1 inhib,EBI2 block,SENP8 block,UBC13 polyUb,Gli-Sufu antag,Jurkat NFkB inh,CCR6 antag
CN(CC(=O)Nc1cccc(F)c1)C(=O)CC1CC2CCC1C2 (centres undefined),-6,-2,6,-5,-6,14,10,14
O=C(COC(=O)c1ccc(F)c(S(=O)(=O)N2CCOCC2)c1)c1ccccc1,-8,0,-11,-1,10,-1,-4,9
COC(=O)c1ccc(C(=O)Nc2cc(Cl)ccc2Cl)cc1NC(=O)c1ccccc1C,11,5,15,-10,5,3,-3,3
CCn1c(C)nc2cc(C(=O)NNC(=O)c3ccc(Cl)nc3)ccc21,12,-3,-8,-10,7,-6,5,-3
CCCCCOC(=O)c1ccccc1C(=O)O,12,1,3,-11,-27,10,1,-13
O=C(CN1CCC(n2nnc3cc(F)ccc32)CC1)NCCc1ccccc1,11,-9,29,4,-4,-7,-5,1
O=C(CCC(=O)Nc1nnc(C2CCCCC2)s1)NCc1cccs1,-21,-3,3,-9,7,-10,2,-2
O=C(/C(=N/N=C/c1ccc(O)c(O)c1O)c1ccccc1)c1ccccc1,-14,5,-1,3,-45,1,-5,46
COC(=O)c1cccnc1-n1c(=O)c2cccnc2n(Cc2cccc([N+](=O)[O-])c2)c1=O,-32,-65,-1,-8,-7,13,-9,6
COc1ccc(NC(=O)CN(C)C(=O)c2cc(S(=O)(=O)N(C)C)ccc2N2CCCC2)cc1,28,11,0,-15,-7,0,-3,7
CC[C@@H](C)[C@@H]1CN([C@@H](CN2CCC[C@H]2CN2C(N)=NC[C@H]2C(C)C)C(C)C)C(=N)N1CCc1ccc(Cl)c(Cl)c1,-16,51*,-9,-3,75*,-5,-2,15
NC(=O)COn1c(SCC(N)=O)nc2ccccc2c1=O,-10,-15,-10,-11,-3,0,-18,5
CCOc1ccc(-c2n[nH]c(=S)o2)cc1,-16,1,-12,-13,-9,-6,0,-1

# Whole records, looked up by structure. Values in the order: 697 NFkB inh	Apaf1 inhib	EBI2 block	SENP8 block	UBC13 polyUb	Gli-Sufu antag	Jurkat NFkB inh	CCR6 antag
# `O=C(CCC(=O)Nc1nnc(C2CCCCC2)s1)NCc1cccs1` reads -21	-3	3	-9	7	-10	2	-2
# `COc1ccc(-n2cc(CNCCCn3ccnc3)c(-c3cccc(F)c3)n2)cc1` reads 0	4	9	-14	8	24	0	16

# The list is partial; the hit share may differ from the screen's.
